HSP90 inh – inhibitors of HSP90 luciferase refolding in rabbit reticulocyte lysate; actives 0.91% (n = 290,000); luciferase refolding luminescence, 3 h; inhibition, % at 5.6 µM; AID 1789;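 active = inhibition above the screen-wide mean plus 3 SD, computed separately per campaign, cut at about 16% in these data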;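 note: 0% = DMSO wells and 100% = 60 µM geldanamycin wells; inhibitors lower the luminescence because luciferase stays unfolded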
AI-2 QS modul – Vibrio harveyi AI-2 quorum sensing modulation | Vibrio harveyi JMH597 AI-2 luminescence/OD600 ratio, 9 h; active compounds read low; strain lacks LuxN and CqsS sensors; 0 = neutral-control median | activity change, % at 7.5 µM | actives 0.4% (n = 300,000) | AID 2094; in the data active = activity change below about -75%, passing the limit was not always enough; inconclusive = no clear call, values can overlap the other calls;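 note: luminescence divided by OD600 gain over 9 h not by final OD600 alone; inactives centre near 13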
HDAC3 inh – human HDAC3 inhibition | O15379 | recombinant HDAC3, fluorogenic peptide/trypsin coupled, fluorescence | inhibition, % at 8.3 µM | actives 0.15% (n = 320,000); in the data active = inhibition above about 26%, passing the limit was not always enough; inconclusive = no clear call, values can overlap the other calls
Platelet DG rel – modulates dense granule release in human platelets | actives 0.22% (n = 300,000) | human platelet-rich plasma, SFLLRN dense granule ATP release, luminescence | inhibition, %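 (compounds screened at 7.5 µM in platelet-rich plasma)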;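 active = mean replicate score, as percent of positive control, at or above 50; inconclusive = mean below 50 but at least one replicate at or above 50; inactive = mean and every replicate below 50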
HSF1 inhib – HSF1 inhibition; activity change, negative = inhibition, % at 7.5 µM (by protocol); AID 2098; actives 0.77% (n = 300,000); NIH3T3-HGL HSE-luciferase, MG132-induced, luminescence 8 h; active compounds read low;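 active = more than half of replicate wells show activity change below -50%, luminescence cut by over half; inconclusive = some wells, but at most half, below -50%; inactive = no replicate well below -50%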;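 note: luciferase reports HSF-1 transcriptional activity via heat shock element; 0% = median of DMSO wells and -100% = zero luminescence signal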
GSK3B inh – human GSK3beta kinase inhibition; P49841; GST-GSK3beta kinase, ADP-Glo luminescence, 60 min; active compounds read low; activity score (negative = inhibition), % at 10 µM; actives 0.038% (n = 300,000); AID 2097;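 active = more than half of replicate wells score below -50%, meaning over 50% inhibition versus plate controls; inconclusive = some replicates but at most half score below -50%; inactive = no replicate scores below -50%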;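 note: 0% = median DMSO wells and -100% = median GW8510 positive control wells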
Target sequence (P49841 whole entry, looked up): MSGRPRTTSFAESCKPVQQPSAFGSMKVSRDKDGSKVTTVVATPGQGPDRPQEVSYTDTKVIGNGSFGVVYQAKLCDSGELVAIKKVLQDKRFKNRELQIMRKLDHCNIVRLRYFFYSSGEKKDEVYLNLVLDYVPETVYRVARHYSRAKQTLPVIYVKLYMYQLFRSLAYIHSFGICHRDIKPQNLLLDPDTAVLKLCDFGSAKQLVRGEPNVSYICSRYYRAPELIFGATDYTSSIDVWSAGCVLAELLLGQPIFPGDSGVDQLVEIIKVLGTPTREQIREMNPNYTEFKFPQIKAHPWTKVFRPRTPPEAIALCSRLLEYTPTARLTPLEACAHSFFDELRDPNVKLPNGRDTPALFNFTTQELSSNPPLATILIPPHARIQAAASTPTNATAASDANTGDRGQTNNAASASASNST
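Test system: GST-fused GSK3beta enzyme, cell-free | Quantity: 1.6 ng GST-GSK3beta enzyme per well | Reagent: 25 µM ATP with peptide substrate | Schedule: 60 min enzyme reaction, room temperature | Signal: Luminescent ADP-Glo measurement of ADP formed | Read-out basis: Score relative to plate controls | Control set: DMSO and 20 µM GW8510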
HSF1 activator – increases HSF-1 driven luciferase reporter signal; actives 1.7% (n = 300,000); activation, % at 9 µM; NIH3T3-HGL HSF-1 luciferase reporter, MG132, 8 h; 100% = twice DMSO control signal; AID 504408;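 active = mean replicate activation of at least 50% with a set share of replicates each reaching 50%; inconclusive = only one of those two conditions met; inactive = mean below 50% and too few replicates reaching it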;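 note: 0% = median of the neutral control wells and 100% = twice that signal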
PolyA inh – yeast polyadenylation inhibition. S. cerevisiae SKY197-pL101 polyadenylation reporter, beta-gal luminescence; efflux-impaired pdr1/pdr3 knockout yeast; score 100 = 6 SD above DMSO. calls only at 12 µM. actives 0.02% (n = 300,000);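 active = lowest replicate activity score at least 50, where 100 means six control SD above control mean; inconclusive = lowest score under 50 but half or more replicates reach 50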;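 note: yeast exposed to compound for 9 h at 30 °C; higher score means more reporter readthrough which indicates perturbed polyadenylation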
DYRK1A inh – blocks rat Dyrk1A kinase activity. Q63470. ADP-Glo luminescence, NFATc1 peptide. inhibition, % at 12.5 µM. actives 0.43% (n = 310,000). AID 504441; in the data active = inhibition above about 50%;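 note: plate controls were vehicle with enzyme for no effect and no enzyme for full effect; many of its hits are not listed in these tables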
GSK3 alpha inh – human GSK-3 alpha kinase inhibition. inhibition, % at 10 µM. ADP-Glo luminescence, 60 min. AID 2650. P49840. actives 0.1% (n = 320,000);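 in the data active = inhibition above about 50%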;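 note: GST-tagged GSK-3 alpha with peptide substrate and 25 µM ATP; 0% = DMSO neutral wells and 100% = GW8510 positive control wells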
Target sequence (P49840 whole entry, looked up): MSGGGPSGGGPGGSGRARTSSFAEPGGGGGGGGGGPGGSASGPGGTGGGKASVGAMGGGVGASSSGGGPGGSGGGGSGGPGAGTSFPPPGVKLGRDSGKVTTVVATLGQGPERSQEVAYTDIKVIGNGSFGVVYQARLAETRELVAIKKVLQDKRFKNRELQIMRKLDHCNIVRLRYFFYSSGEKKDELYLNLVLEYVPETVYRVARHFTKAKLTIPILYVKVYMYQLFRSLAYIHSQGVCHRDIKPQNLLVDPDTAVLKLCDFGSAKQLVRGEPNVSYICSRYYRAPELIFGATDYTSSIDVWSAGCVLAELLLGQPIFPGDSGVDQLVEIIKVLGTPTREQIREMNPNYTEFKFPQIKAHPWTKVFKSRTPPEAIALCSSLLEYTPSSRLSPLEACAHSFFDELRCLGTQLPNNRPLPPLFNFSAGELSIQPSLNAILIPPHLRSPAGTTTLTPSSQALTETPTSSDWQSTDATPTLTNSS
The depositor's hits bear a star; i = inactive; ? = inconclusive; . = not tested or not shown.

SMILES	HSP90 inh	AI-2 QS modul	HDAC3 inh	Platelet DG rel	HSF1 inhib	GSK3B inh	HSF1 activator	PolyA inh	DYRK1A inh	GSK3 alpha inh
CC(C)(CO)NC(=O)CCCOc1ccc(Cl)cc1Cl	0	18	-4	4	2	0	37	.	2	0
CC(C)COc1cccc(C(=O)NC(=S)Nc2cccc(NC(=O)c3ccccc3Cl)c2)c1	2	23	-7	-14	-3	-24	13	i	-4	-1
COC(=O)CCC(=O)Nc1cccc([N+](=O)[O-])c1	-6	15	-1	-18	-2	-2	6	i	0	-5
O=C(Cc1ccc([N+](=O)[O-])cc1)N/N=C/c1ccccc1F	0	4	9	-5	6	0	15	.	-4	1
Cc1ccc(C(=O)Cc2nnc(C)s2)cc1	1	12	7	-7	.	-3	.	i	-1	-1
COc1ccc(NC(=O)CN(C)C(=O)c2cc3c(cc2Cl)N2CCCCCC2=NS3(=O)=O)cc1	.	29	-6	3	3	1	-5	i	10	-1
CCOC(=O)c1c(-c2ccc(-c3ccccc3)cc2)csc1NC(=O)C1C2CCC(O2)C1C(=O)O (stereo not drawn)	-1	36	7	2	-4	4	9	i	0	-1
Cc1ccc(NC(=O)CSc2nc3ccccc3c(=O)n2CCCC(=O)N2CCCC2)cc1	0	13	-1	-3	1	4	6	i	-3	2
Cc1ccc(NC(=O)CN2C(=O)NC3(CCc4ccccc43)C2=O)cc1 (stereo not drawn)	0	-90*	-4	0	-11	7	-16	i	-1	0
O=c1c(-c2n[nH]c(=S)o2)cccn1Cc1ccccc1	1	38	3	2	14	-2	21	i	1	-1
O=C(Cn1cnc2ccccc2c1=O)NCCC(=O)Nc1ccc2c(c1)OCCO2	3	24	1	4	-38	2	-47	i	4	-1
COc1cc(C(CC(=O)N2CCCC2)c2c(OC)cc(OC)c3c(-c4ccccc4)cc(=O)oc23)cc(OC)c1OC (stereo not drawn)	.	15	8	5	3	2	5	i	1	1
Cc1ccc(C)c(CSCC(=O)NCc2cccs2)c1	1	0	12	-7	.	3	.	i	-2	-8
Cn1cc(CCC(=O)N2CCCC(C(=O)c3cccc4ccccc34)C2)cn1 (stereo not drawn)	-1	11	-5	3	12	2	16	.	-2	-1
CCC(Sc1nc2n[nH]c(C)c2c(=N)n1-c1cccc(Cl)c1)C(=O)NCCOC (stereo not drawn)	-2	13	-4	11	-4	0	6	i	7	2
Nc1nc(SCC(=O)N2CCCC2)[nH]c(=O)c1-c1ccccc1	1	9	0	4	1	0	12	i	-4	1
Cn1c(CNC(=O)c2ccc(Cl)cc2)nnc1SCC(=O)NC1CCCC1	1	24	1	1	-9	2	-10	i	2	-1
Nc1nc2nc[nH]c2c(=O)[nH]1	.	31	-2	-2	-3	0	2	i	0	1
Cc1ccc(NC(=O)c2ccccc2)s1	2	-6	7	5	20	0	31	i	5	1
COc1ccc(-c2nn(-c3ccccc3)cc2N)cc1	-3	14	-142	-2	1	-2	24	i	-3	0
COc1ccc(N=C2C(=Nc3ccc(OC)cc3)N(c3ccc(N(C)C)cc3)C(=S)N2c2ccc(OC)cc2)cc1	-4	11	0	7	29	3	63*	i	-5	5
O=C(Cn1cnc2ccccc2c1=O)NC1CCS(=O)(=O)C1 (stereo not drawn)	.	.	2	-8	-3	.	-2	i	2	0
Cc1nc2nc(SCC(=O)N3CCOCC3)nn2c(C)c1Cc1c(F)cccc1Cl	-1	12	-5	2	-1	3	-5	i	1	-4
CN1C(=O)/C(=C2\SC(N)=NC2=O)c2ccccc21	3	10	8	3	0	-2	10	i	9	-2
Cc1cc(N2CCN(c3ccccc3)CC2)nc2ccccc12	-2	22	5	1	10	-1	18	i	3	1
COc1ccc(NC(=O)CSc2nc3sc(C)cc3c(=O)n2C)cc1	2	21	-3	4	-5	2	0	i	-6	-3
CC(C)C(=O)Nc1nnc(S(=O)(=O)N2CCc3ccccc32)s1	4	11	-8	22	0	3	13	i	1	-2
CCS(=O)(=O)Nc1cccc(C2=NN(S(C)(=O)=O)C(c3ccccc3)C2)c1 (stereo not drawn)	-1	4	-2	0	1	-4	-2	i	2	0
NC1=NC(=O)CC(C(=O)NCCc2ccccc2)S1 (stereo not drawn)	-3	11	0	-1	-6	2	-9	i	-7	0
CCOC(=O)CSc1nc2cc(C(F)(F)F)cnc2n1C	-2	25	-3	6	3	3	10	i	.	4
O=C(c1ccc2ccccc2c1)N1CCN(S(=O)(=O)/C=C/c2ccccc2)CC1	-1	32	1	-1	-10	3	9	i	-5	2
O=C(CCCCC(=O)NNC(=O)COc1ccccc1)NNC(=O)COc1ccccc1	-3	8	?	0	-3	-1	9	i	-2	-1
O=C(O)c1cncc(C#Cc2ccccc2)c1	-3	65	-1	-6	-4	-4	-14	i	-1	-4
COc1ccc(NC(=O)c2nn(C)cc2[N+](=O)[O-])cc1	-3	26	-7	7	6	-6	22	i	4	-2
COc1nc(C)nc(NC(=O)NS(=O)(=O)c2ccc(C)cc2)n1	6	25	4	2	-6	-1	-3	i	1	0
COc1ccc(Cl)cc1NC(=O)c1cc(-c2ccccc2O)n[nH]1	0	9	-2	-1	-4	-3	30	i	-8	-4
O=C1c2ccccc2NC(c2cnc3ccccc3n2)N1O (stereo not drawn)	-2	6	0	3	21	1	17	i	3	-1
CCCC1(CCC)C(=O)NC(=NCCc2ccc(OC)c(OC)c2)NC1=O	3	13	-8	2	0	1	-2	i	-3	-3
COc1cc(/C=N/NC(=O)CCc2n[nH]c(=O)[nH]c2=O)cc(OC)c1OC	-4	18	5	3	-4	1	-7	i	0	-1
Cc1cc2cc(CN3C(=O)c4ccccc4C3=O)ccc2[nH]1	1	29	-3	-5	-9	1	-9	i	1	3
O=C(N/N=C/c1c(O)ccc2ccccc12)c1cccnc1	-6	6	0	-3	-3	0	11	i	-10	5
CC(/C=C/c1cccs1)=C\C(=O)O	-1	8	3	0	38	0	92*	i	-7	-2
Cc1ccc(NS(=O)(=O)c2ccc3c(c2)C(=O)c2ccccc2C3=O)c(C)c1	0	.	3	.	.	.	.	.	-2	-3
O=Cc1ccc2ccc3cccnc3c2n1	5	38	-3	-4	3	0	12	i	26	-1
Cc1ccc(CN2CC(C(=O)O)CC2=O)cc1 (stereo not drawn)	-8	22	-1	0	-10	-2	4	i	-9	-3
COc1ccc(S(=O)(=O)Nc2ccccc2C(=O)NCc2ccco2)cc1	1	8	-5	1	-4	-1	9	i	-2	3
CC(=O)Nc1ccc(OC(F)(F)C(F)F)c(NC(C)=O)c1	3	30	9	-1	-1	-2	3	i	-1	-1
COc1ccc(/C(O)=C2/C(=O)C(=O)N(CCCN3CCOCC3)C2c2ccc(N(C)C)cc2)cc1 (stereo not drawn)	-2	-8	4	-6	1	-1	-7	.	2	-1
CNC(=S)N1N=C(c2ccc(C)cc2)CC1c1ccc(N(C)C)cc1 (stereo not drawn)	-2	28	9	1	3	0	9	i	1	1
c1ccc(Cn2c(-c3ccccc3)nc3nc4ccccc4nc32)cc1	-4	23	8	6	4	-1	7	i	8	10
CC(Sc1ccc2c(c1)OCCO2)C(=O)Nc1ncc(Cl)cc1Cl (stereo not drawn)	2	13	4	-1	2	1	1	i	-2	-2
Cn1c2ccccc2c(=O)c2c(=O)n(Cc3ccccc3)c(-c3ccc(F)cc3)nc21	1	29	-1	.	.	3	.	i	-11	-1
Cn1c(=O)c2c(ncn2CC(=O)N/N=C/C(Br)=C/c2ccccc2)n(C)c1=O	1	18	1	-3	14	1	33	i	-2	1
CCOC(=O)c1ccc(NC(=O)CN(Cc2ccc(Cl)cc2)S(C)(=O)=O)cc1	4	12	-2	0	1	1	2	i	1	1
Cc1ccc(CNC(=O)C(NS(=O)(=O)c2cccs2)C(C)C)cc1 (stereo not drawn)	1	7	8	3	5	-2	-9	i	1	-2
COc1cccc(NC(=O)c2cc(-c3ccncc3)nc3c(C)cc(C)cc23)c1	-5	21	2	3	-2	-1	-5	i	3	-1
COc1ccccc1CCNC(=O)CSc1nnc2ccc(-c3cccnc3)nn12	-2	19	-1	5	-3	4	-4	i	-3	0
Cc1noc(C)c1CN(C(=S)NC1CC2CCC1C2)c1ccccc1 (stereo not drawn)	-2	5	?	1	16	-1	18	i	-3	0
O=C(Nc1cc([N+](=O)[O-])ccc1Cl)C1CC1	0	12	-3	3	-5	2	-13	i	-2	0
Cc1ccc2cccc(SCC(=O)NCc3ccco3)c2n1	0	23	-6	-3	-13	2	-30	i	1	1

Exported as comma-separated lines: entries from further up.
SMILES,HSP90 inh,AI-2 QS modul,HDAC3 inh,Platelet DG rel,HSF1 inhib,GSK3B inh,HSF1 activator,PolyA inh,DYRK1A inh,GSK3 alpha inh
Cc1ccc(CNC(=O)C(NS(=O)(=O)c2cccs2)C(C)C)cc1 (stereo not drawn),1,7,8,3,5,-2,-9,i,1,-2
CNC(=S)N1N=C(c2ccc(C)cc2)CC1c1ccc(N(C)C)cc1 (stereo not drawn),-2,28,9,1,3,0,9,i,1,1

(listing goes on)
SMILES	HSP90 inh	AI-2 QS modul	HDAC3 inh	Platelet DG rel	HSF1 inhib	GSK3B inh	HSF1 activator	PolyA inh	DYRK1A inh	GSK3 alpha inh
CN1C(=O)/C(=C/c2ccc(OCc3cccc(F)c3)cc2)NC1=S	5	.	-8	12	-15	.	6	i	9	-2
S=C(NCc1ccccc1)NC1CCCCC1	-2	-64	-4	-2	0	2	-1	i	-5	-1
COc1ccc(C(=O)Nc2ccccc2-c2ccccc2)cc1Cl	0	-6	0	-2	-3	0	21	i	2	0
COc1ccc(C)cc1NC(=O)CN1C(=O)COc2ccc(S(=O)(=O)N3CCOCC3)cc21	-5	26	3	-7	-17	-1	-12	i	0	0
CCOC(=O)c1c(C)[nH]c(-c2csc(C)n2)c1C	-1	10	-1	-33	2	1	4	i	.	-2
Cc1ccc(-n2nc3c(c2NC(=O)c2ccco2)CS(=O)(=O)C3)cc1	-3	21	4	-13	-6	1	-4	i	5	-3
COc1ccc(Cl)cc1S(=O)(=O)Nc1ccncc1	-7	45	0	6	-1	10	-3	i	-3	0
Cc1cc2n(n1)SC(Nc1ccccc1)N2 (stereo not drawn)	2	32	0	-4	-4	0	1	i	-3	-1
CC1(CCCN2C(=O)c3ccccc3C2=O)OCCO1	.	31	2	3	6	3	-4	i	.	1
COc1ccc(Br)cc1CN1CCN(C(=O)c2cccc(F)c2)CC1	2	17	-3	0	2	1	-16	i	.	-3
CC(C)(C)c1ccc(C(=O)NC(=S)N2CCCC2)cc1	5	-1	1	-8	-48	-4	-56	i	1	-1
CCn1nc(C)c(Br)c1-c1nc(-c2ccc(C)cc2)no1	3	23	.	6	6	1	36	i	.	-3
CS(=O)(=O)c1ccc2nc(NC(=O)C3CC3)sc2c1	.	39	5	-20	-4	-23	1	i	.	10
CC1(C)CC(=O)C2=C(C1)N(Cc1ccco1)C(=O)NC2(C(F)(F)F)C(F)(F)F	1	9	-1	-6	.	0	.	i	.	0
CC(=O)Nc1ccc2nc(NC(=O)c3ccc([N+](=O)[O-])s3)sc2c1	-4	24	1	12	1	1	7	i	.	-1

These rows are one share of the data. The share of hits here may be higher or lower than overall.
